NCI-60 one-dose screen, 48 h, at 10 µM unless noted. Numbers give growth in % (100 = growth as untreated, 0 = no growth, -100 = all killed).
KM12: KM12 colon cancer cells; 5% of 82,000 active
HCT-116: HCT-116 colon cancer; AID 1794798; 7.3% of 82,000 active
SK-OV-3: SK-OV-3 ovarian cancer cells. 3.2% of 80,000 active
HCT-15: HCT-15 colon cancer; 5.2% of 82,000 active; AID 1794746
IGROV1: IGROV1 ovarian cancer; 4.7% of 79,000 active; AID 1794786
OVCAR-4: OVCAR-4 ovarian cancer cells. AID 1794784. 3.7% of 80,000 active
SW-620: SW-620 colon cancer; 5.2% of 82,000 active; AID 1794795
COLO 205: COLO 205 colon cancer. 7.3% of 79,000 active. AID 1794742
HT29: HT29 colon cancer; 7.4% of 81,000 active; AID 1794748
Starred values were filed as active, the others as inactive; · = no result given; & = joins results of further samples. How the source made its calls: active means growth percent below 10; inactive means the rest. Compounds were not picked by outcome; 12% or so of the library scored in one or more.

Preview, 7 compounds:
Each structure is followed by: KM12	HCT-116	SK-OV-3	HCT-15	IGROV1	OVCAR-4	SW-620	COLO 205	HT29
- CCOc1ccc2c(c1)CC[C@@H]1[C@@H]2CC[C@]2(C)[C@@H](O)[C@@H](O)C[C@@H]12
→ 106	104	113	95	106	90	96	112	109
- O=C(Nc1nc2ccccc2s1)c1ccc(Br)cc1
→ 72	86	104	86	75	81	95	107	87
- O=C(NNc1ccccc1)c1ccccn1
→ 74	88	90	53	89	71	78	106	87
- O=P(Cc1cccc2ccccc12)(c1ccccc1)c1ccccc1
→ 103&105	84&86	108&96	100&104	89&103	93&104	98&99	114&120	89&100
- COC(=O)[C@]1(C)CCC[C@@]2(C)[C@H]1CC(C=O)=C1C=C(C(C)C)CC[C@@H]12
→ 104	101	104	96	107	95	109	113	112
- COc1ccc2c(c1)CCC1(C)CC(=O)C=C21 (stereo not given)
→ 110	97	·	105	119	109	101	·	111
- O=C(N/N=C/c1ccc(F)cc1)c1ccc(C(F)(F)F)nc1Nc1cccc(C(F)(F)F)c1
→ -4.3*	10	-7.5*	0.4*	-20*	-7.0*	5.5*	7.7*	1.2*

Main list, repeating the preview:
Each structure is followed by: KM12	HCT-116	SK-OV-3	HCT-15	IGROV1	OVCAR-4	SW-620	COLO 205	HT29
- CCOc1ccc2c(c1)CC[C@@H]1[C@@H]2CC[C@]2(C)[C@@H](O)[C@@H](O)C[C@@H]12
→ 106	104	113	95	106	90	96	112	109
- O=C(Nc1nc2ccccc2s1)c1ccc(Br)cc1
→ 72	86	104	86	75	81	95	107	87
- O=C(NNc1ccccc1)c1ccccn1
→ 74	88	90	53	89	71	78	106	87
- O=P(Cc1cccc2ccccc12)(c1ccccc1)c1ccccc1
→ 103&105	84&86	108&96	100&104	89&103	93&104	98&99	114&120	89&100
- COC(=O)[C@]1(C)CCC[C@@]2(C)[C@H]1CC(C=O)=C1C=C(C(C)C)CC[C@@H]12
→ 104	101	104	96	107	95	109	113	112
- COc1ccc2c(c1)CCC1(C)CC(=O)C=C21 (stereo not given)
→ 110	97	·	105	119	109	101	·	111
- O=C(N/N=C/c1ccc(F)cc1)c1ccc(C(F)(F)F)nc1Nc1cccc(C(F)(F)F)c1
→ -4.3*	10	-7.5*	0.4*	-20*	-7.0*	5.5*	7.7*	1.2*
- COc1coc(CO)cc1=O
→ 110	117	106	113	101	·	106	119	116
- Oc1ccc(C(Cc2ccccc2)NCc2ccccc2)c(O)c1 (stereo not given)
→ 98	88	104	93	99	100	107	108	102
- CCC(C)N (stereo not given)
→ 107	99	101	104	117	99	99	104	112

Each structure is followed by: KM12	HCT-116	SK-OV-3	HCT-15	IGROV1	OVCAR-4	SW-620	COLO 205	HT29
- Oc1c(Cl)cc(Cl)cc1C1Nc2ccccc2-n2cccc21 (stereo not given)
→ 94	83	93	110	39	93	101	122	107
- O=C(NCCNc1nccc(-c2c(-c3cccc(O)c3)nc3sccn23)n1)c1cc(N2CCOCC2)cc(C(F)(F)F)c1
→ 97	79	94	92	80	133	126	33	49
- COc1ccc(OC)c(C2=NN(c3ccc(S(N)(=O)=O)cc3)C(c3ccc(Cl)cc3)C2)c1 (stereo not given)
→ 68	51	99	66	83	70	73	98	72
- O=C(O)c1cn(C2CC2)c2cc(N3CCN(C(=O)CN4C(=O)CSC4=O)CC3)c(F)cc2c1=O
→ 101	99	113	112	83	86	100	113	112
- CCN1CCN(C(=O)[C@]23CCC(C)(C)C[C@H]2C2=CC[C@@H]4[C@@]5(C)Cc6c([nH]c7ccccc67)C(C)(C)[C@@H]5CC[C@@]4(C)[C@]2(C)CC3)CC1
→ 86	78	106	80	89	100	98	102	88
- NS(=O)(=O)c1ccc(C(=O)N=Nc2c(O)[nH]c3ccccc23)cc1
→ 103	101	115	100	104	101	102	110	102
- Cc1ccc(C)c(NC(=O)c2ccccc2C(=O)O)c1
→ 102	100	97	100	105	103	109	99	99
- Cc1ccc2c(c1)Nc1nc3nonc3nc1N2
→ 99	98	98	102	108	99	103	115	102
- Clc1ccccc1-c1nnc(CCc2nc(-c3ccc(Br)cc3)no2)o1
→ 107	105	122	108	106	109	106	121	118
- O=C1CN(Cc2ccncc2)C(=O)[C@H](Cc2c[nH]c3ccccc23)N1
→ 97	92	92	110	105	102	106	109	88

Each structure is followed by: KM12	HCT-116	SK-OV-3	HCT-15	IGROV1	OVCAR-4	SW-620	COLO 205	HT29
- COc1c2c(c(OC)c3c(=O)ccoc13)OCO2
→ 116	100	98	107	100	106	101	108	105
- N#CCC(C(=O)c1cccnc1)c1ccccc1 (stereo not given)
→ 99	114	89	100	109	·	102	101	95
- CN([N-]C(=O)CC(=O)[N-]N(C)C(=S)c1ccccc1)C(=S)c1ccccc1.[Cu+2]
→ -75*	-12*	-99*	2.5*	-93*	-98*	-67*	-83*	-78*
- Nc1cccc(-n2c(COc3ccc(OC(F)(F)F)cc3)nc3ccccc32)c1
→ 105&98	103&105	97&82	105&100	101&73	112&90	119&101	107&123	111&109
- C[C@]12CC(=O)C[C@@H]1C[C@H]1CC[C@]3(C)CC4(C[C@H]3C[C@H]1C2)S(=O)(=O)CCS4(=O)=O
→ 102	100	93	99	95	96	102	109	96
- NS(=O)(=O)c1ccc(CN/C=C/C(=O)c2cc3cc(Br)ccc3oc2=O)cc1
→ 102	98	83	95	97	102	96	106	106
- COc1ccc2[nH]c(=O)c(/C=C/C(=O)c3ccc(Nc4nccc(-c5ccc6ccccc6c5)n4)cc3)cc2c1
→ 93	91	105	110	99	131	97	104	102
- CCN1C(=O)N(CC)C2C1NN=c1s/c(=C3\C(=O)N(CC(C)C)c4ccccc43)c(=O)n12 (stereo not given)
→ 21	12	45	13	19	45	34	18	2.3*
- O=[N+]([O-])c1ccc(NCSc2ccc(Cl)cc2)cc1
→ ·	86	109	97	·	117	·	103	107
- CCN1C(=O)N(CC)C2Nn3c(s/c(=C4\C(=O)Nc5ccccc54)c3=O)=NC21 (stereo not given)
→ 33	32	76	36	52	55	28	20	81

Each structure is followed by: KM12	HCT-116	SK-OV-3	HCT-15	IGROV1	OVCAR-4	SW-620	COLO 205	HT29
- CCc1c(N)nc(N)nc1Nc1ccc(C)cc1
→ 114	96	107	97	97	100	104	109	92
- Fc1ccc(/C(=N\c2nnc(-c3ccc(Cl)cc3)s2)c2ccccc2)cc1
→ 109	97	102	96	·	91	108	119	·
- COc1cc(C(=O)/C=C/c2ccc3nc(-c4ccc(C(F)(F)F)cc4)sc3c2)cc(OC)c1OC
→ 106	93	93	95	98	101	103	115	97
- O=C(CN1C(=O)CSC1=O)Nc1ccc(C(=O)/C=C/c2cc3ccccc3nc2Cl)cc1
→ 62	-45*	101	79	67	46	96	111	17
- COc1cc(OCc2cccc(-c3ccccc3)c2C)cc(OC)c1/C=C/c1ccc(B2OC(C)(C)C(C)(C)O2)cc1
→ 89	82	97	85	83	72	95	107	83
- CC1=C[S+](c2ccccc2)c2cccc3cc4ccccc4c1c23 (stereo not given)
→ -88*	-88*	0.6*	7.6*	·	17	-13*	-89*	0.5*
- O=C1NC(=O)C2(CCCC2c2ccccc2)N1 (stereo not given)
→ 108	104	106	108	102	·	109	111	100
- NC(=O)Nc1ccc2ncnc(Nc3ccc(Cl)cc3)c2c1
→ 99	96	30	93	61	92	99	101	92
- Fc1ccc2nc(-c3ccc(-c4noc(-c5ccc(Cl)cc5)n4)cc3)[nH]c2c1
→ 93	96	113	109	115	114	107	116	103
- CCOC(=O)[C@@H](C)N1CC=CCN(OCc2ccccc2)S1(=O)=O
→ 107	96	103	97	107	102	101	106	87

Each structure is followed by: KM12	HCT-116	SK-OV-3	HCT-15	IGROV1	OVCAR-4	SW-620	COLO 205	HT29
- O=C(Cc1ccccc1)NNc1nc(N2CCOCC2)nc(N2CCN(C(c3ccccc3)c3ccccc3)CC2)n1
→ 92	85	125	83	90	88	102	104	89
- C=C(CC[C@@H](C)[C@H]1CC[C@H]2C3=C[C@H](O)[C@H]4C[C@@H](O)CC[C@]4(C)[C@H]3CC[C@]12C)C(C)C
→ 99	93	95	94	107	109	111	106	109
- Cc1ccncc1CO
→ 102	96	96	102	·	103	112	106	98
- N#Cc1c(Cl)nc(SCC(=O)N2CCN(c3cc4c(cc3F)c(=O)c(C(=O)O)cn4C3CC3)CC2)nc1-c1ccc(F)cc1
→ 107	97	100	105	95	106	101	115	111
- O=C1CSC(c2cccc([N+](=O)[O-])c2)N1c1nnc(Cn2cnnc2)o1 (stereo not given)
→ 103	96	100	94	101	103	99	·	101
- NNc1ccc(C(=O)O)cc1
→ 89&99	99&103	101&98	103&99	119&96	112&99	112&108	117&113	113&98
- CNC(=O)c1cc(Oc2ccc3nc(NC(=O)c4cc(N5CCOCC5)cc(C(F)(F)F)c4)sc3c2)ccn1
→ 71	63	98	59	100	65	107	94	62
- O=C(Nc1cccc([N+](=O)[O-])c1)c1ccc(Cl)c(Cl)c1
→ 94	57	53	93	47	17	96	90	78
- O=C1N(Cc2ccccc2Cl)c2ccccc2C12NN=C(c1ccccc1)S2 (stereo not given)
→ 51	43	83	35	62	52	48	100	107
- CCN(CC)CC(=O)Nc1c(C)ccc(N)c1C
→ 114	84	97	97	95	99	104	98	92

Each structure is followed by: KM12	HCT-116	SK-OV-3	HCT-15	IGROV1	OVCAR-4	SW-620	COLO 205	HT29
- COc1ccc(/C(C)=C(/c2ccc(O)cc2)c2ccc(Cl)cc2)cc1F
→ 93	97	107	92	96	92	95	107	112
- O=C(Nc1ncc(Cc2ccc(Br)cc2)s1)C(=S)N1CCOCC1
→ 107	103	96	109	102	109	101	104	108
- N#Cc1c(-c2ccc(F)cc2)cc(-c2c[nH]c3ccccc23)nc1-c1c[nH]c2ccccc12
→ 101	105	97	100	102	101	107	113	110
- O=C(NCCNc1cc(-c2cn(-c3ccccc3)nc2-c2cccc(O)c2)ccn1)Nc1ccc(F)cc1
→ 71	28	102	39	77	73	45	76	61
- Cn1cccc1C(=O)C1C(c2ccc(F)cc2)C2CSCN2C12C(=O)Nc1ccc(Cl)cc12 (stereo not given)
→ 86	73	95	79	73	90	91	100	84
- Cc1[nH]c(C(=O)Nc2nc3ccc(NC(=O)c4cccnc4)cc3s2)c(Cl)c1Cl
→ 102	72	119	97	100	107	100	113	104
- N#Cc1cnn(-c2cc(=O)[nH]c3ccccc23)c1N
→ 99	100	·	101	99	99	102	·	102
- Cn1c(=O)c2[nH]c(SC/C(=N/O)c3ccc(Cl)cc3)nc2n(C)c1=O
→ 99	108	102	103	108	99	101	113	100
- CC(=O)OCC(=O)[C@H]1CC[C@H]2[C@@H]3CCC4=CC(=O)C=C[C@]4(C)[C@H]3CC[C@]12C
→ 100	91	96	92	89	99	104	95	102
- CC[C@]12C=CCN3CC[C@@]4(c5cc(C#CCNc6ccc(C)c(Nc7nccc(-c8cccnc8)n7)c6)c(OC)cc5N(C)[C@H]4[C@@](O)(C(=O)OC)[C@@H]1OC(C)=O)C32 (stereo not given in full)
→ 45	27	110	26	61	41	50	32	26

Each structure is followed by: KM12	HCT-116	SK-OV-3	HCT-15	IGROV1	OVCAR-4	SW-620	COLO 205	HT29
- Fc1cccc(Cl)c1C1SCc2nc3ccccc3n21 (stereo not given)
→ 95	82	91	100	96	90	100	92	86
- CCOC(=O)n1cc(-c2nonc2-c2cn(C)c3ncccc23)c2ccccc21
→ 66	80	78	60	54	71	77	93	79
- c1ccc2c(Cn3cc(CSc4nc5ccccc5o4)nn3)cccc2c1
→ 96	94	95	102	108	97	103	107	100
- O=C(Nc1ccc(Cl)c(Cl)c1)c1ccc(Nc2ccc(Cl)nn2)cc1
→ 81	101	117	87	115	93	109	124	112
- CC1(C)Oc2cc3oc(=O)ccc3cc2C[C@@H]1OCCNS(C)(=O)=O
→ 106	114	93	104	109	110	100	108	109
- Cn1c(N)c([C@@H]2c3c(n(C)c(=O)n(C)c3=O)Oc3ccc4ccccc4c32)c(=O)n(C)c1=O
→ 100	89	87	105	88	108	111	91	97
- CCOC(=O)c1cc(C(=O)OCC)n2ncc3ccccc3c12
→ 99	95	103	103	97	·	91	110	95

Compound activity deposited in PubChem by NCI.
